Bioassay records deposited in PubChem BioAssay by several laboratories.
KCNQ2 block = KCNQ2 potassium channel inhibitors, primary screen, cell-based, CHO-K1, FluxOR thallium flux, B-score (AID 2156); O88943; 20 min; stronger effect = lower value; B-score at 10 µM; actives 1.1% (n = 310,000);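 active means fluorescence ratio B-score at most minus 3 library SDs, with starting brightness B-score within 2 library SDs, cut at about -5.5 in these data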
Target sequence (O88943 whole entry, looked up): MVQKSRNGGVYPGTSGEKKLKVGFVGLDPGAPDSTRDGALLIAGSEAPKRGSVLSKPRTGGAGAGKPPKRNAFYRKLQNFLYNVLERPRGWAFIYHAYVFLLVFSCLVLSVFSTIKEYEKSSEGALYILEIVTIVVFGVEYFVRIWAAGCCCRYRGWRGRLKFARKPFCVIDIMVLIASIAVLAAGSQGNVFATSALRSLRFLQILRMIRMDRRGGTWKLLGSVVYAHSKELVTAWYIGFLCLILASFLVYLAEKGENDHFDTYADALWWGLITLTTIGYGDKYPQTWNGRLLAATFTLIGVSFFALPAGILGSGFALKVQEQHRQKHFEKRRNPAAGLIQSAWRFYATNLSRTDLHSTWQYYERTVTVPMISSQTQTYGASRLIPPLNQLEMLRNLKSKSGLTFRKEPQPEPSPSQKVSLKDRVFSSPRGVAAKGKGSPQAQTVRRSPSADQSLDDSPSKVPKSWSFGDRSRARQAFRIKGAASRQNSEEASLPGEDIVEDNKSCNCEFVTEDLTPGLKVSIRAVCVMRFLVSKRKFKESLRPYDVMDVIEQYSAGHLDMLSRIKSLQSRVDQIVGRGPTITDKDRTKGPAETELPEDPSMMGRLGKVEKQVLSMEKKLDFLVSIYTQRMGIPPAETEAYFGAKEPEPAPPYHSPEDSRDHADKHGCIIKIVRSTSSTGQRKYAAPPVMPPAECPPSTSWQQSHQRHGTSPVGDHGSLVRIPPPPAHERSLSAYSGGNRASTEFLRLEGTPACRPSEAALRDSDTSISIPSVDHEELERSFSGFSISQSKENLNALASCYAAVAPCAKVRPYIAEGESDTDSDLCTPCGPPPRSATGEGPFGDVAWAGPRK
STK33 inh = blocks human STK33 kinase activity | purified STK33, MBP phosphorylation, ADP-Glo luminescence | actives 0.073% (n = 320,000) | inhibition, % at 10 µM | Q9BYT3 | AID 2661;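 active means inhibition at or above 25%, using the most active replicate where run in duplicate; inactive means inhibition below 25%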
OX1R antag = OX1R (human) antagonism. inhibition, % at 6.6 µM. OX1R-expressing cells, FRET antagonist read-out. AID 485270. actives 1.8% (n = 330,000). O43613; in the data active means inhibition mostly above about 38%, no sharp cut-off; inactive means mostly below about 40%;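 further: 0% = agonist challenge alone and 100% = reference antagonist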
The depositor's hits bear a star; i = inactive; · = not tested or not shown. Not a hit list, and some 2.7% of all compounds hit somewhere here.

SMILES | KCNQ2 block | STK33 inh | OX1R antag
COC(=O)[C@H](C)NC(=O)Nc1ccccc1C(F)(F)F | i | 8.0 | 2
Cc1noc(NS(=O)(=O)c2ccc(N/C=C\C(=O)c3cccc4ccccc34)cc2)c1C | i | 1.1 | 4
CC(C)(C)S(=O)(=O)c1ccc(S(=O)(=O)C(C)(C)C)s1 | i | 1.0 | 4
Cc1cccc(-n2cnc3sc(C)c(C)c3c2=O)c1 | i | -1.2 | 7
O=C(Nc1nccs1)c1cc(-c2ccncc2)nc2ccccc12 | i | 3.2 | 23
CCc1cccc(NC(=O)NC(=O)Cn2nnc(C(=O)OC)c2C(=O)OC)c1 | i | -0.2 | 9
CCC(Sc1nc2cc(OC)c(OC)cc2c(=O)n1CCc1ccc(S(N)(=O)=O)cc1)C(=O)NCCOC (stereo not given) | i | -1.7 | 8
O=C(CN1CCOCC1)Nc1ccccc1NC(=O)C1CCN(c2ncccn2)CC1 | i | 1.9 | 0
C/C(CC(=O)Nc1cccc(C(F)(F)F)c1)=N\NC(=O)c1cnccn1 | i | -0.7 | 3
NS(=O)(=O)c1ccc(CCNC(=O)c2ccc(Cl)nc2)cc1 | i | -1.7 | -7
O=C(CCn1c2c(c3ccccc31)CCCC2)NNC(=O)c1ccccc1Cl | i | -1.4 | 20
CCCCCCN1C=CC(=C/C=C(\C#N)C(=O)OCC)C=C1 | i | 2.1 | 18
NC(=O)Cn1c2[n+](c3ccccc31)CC(O)CS2 (stereo not given) | i | 1.4 | 12
CC(C)(C)n1ncc2c(=O)n(Cc3c(Cl)cccc3Br)cnc21 | · | 0.0 | 11
Cc1ccc(C(C#N)c2ccc(Cl)nn2)cc1 (stereo not given) | i | 1.5 | 11
CC(=O)c1ccc(OCCOc2ccc([N+](=O)[O-])cc2)cc1 | i | -1.7 | -2
Cc1ccc(N2CC(C(=O)OCC(=O)C(C)(C)C)CC2=O)cc1C (stereo not given) | i | -0.4 | 8
Cc1ccccc1C(=O)NCCNC(=O)c1ccco1 | i | -0.5 | 10
O=C(NNC(=O)c1ccccc1F)c1ccc(-c2ccc(Cl)cc2)o1 | i | -0.3 | 14
CCOc1ccccc1NC(=O)C(NCC1(N2CCCCC2)CCCCC1)c1ccccc1 (stereo not given) | i | -1.4 | 4
c1ccc(-c2ccccc2OCCN2CCCC2)cc1 | i | 0.1 | 15
Cc1cccc(NC(=S)N(Cc2ccc(Cl)cc2)Cc2ccc(C(=O)O)cc2)c1 | i | 0.3 | 10
Cc1ccccc1Nc1nc(N)nc(COC(=O)c2ccc(O)cc2)n1 | i | 2.5 | 15
Cc1cc(C(=O)NNC(=O)c2ccc(F)cc2)c(C)s1 | · | -1.9 | 7
CSc1nc(N2CCOCC2)c2c(c1C#N)CC(C(C)C)OC2 (stereo not given) | i | -0.7 | ·

(more compounds)
SMILES | KCNQ2 block | STK33 inh | OX1R antag
COc1ccc2nc(NC(=O)c3ccc(-c4cccc([N+](=O)[O-])c4)o3)sc2c1 | i | -1.5 | 8
Clc1ccc(Nc2ccc3ccccc3n2)cc1 | i | 0.2 | 20
CC(C)(C)C(=O)Nc1ccc(NC(=O)c2ccco2)nc1 | i | 1.3 | 27
Cc1ccc(S(=O)(=O)N2CCN(C(=O)COC(=O)c3ccc([N+](=O)[O-])o3)CC2)c(C)c1 | · | -1.9 | 18
CC(C)NS(=O)(=O)c1ccc(OCC(=O)Nc2ccccc2F)cc1 | i | 1.1 | 8
O=C(Nc1ccccc1N1CCOCC1)c1ccc(F)c(S(=O)(=O)N2CCOCC2)c1 | · | 0.8 | -8
Cc1ccc(NC(=O)CSc2nnc(-c3ccncc3)n2C)cc1S(=O)(=O)N1CCOCC1 | i | 2.2 | 10
CN(C)C1=NC[C@H](Cc2ccccc2)N1CCCCc1ccccc1 | · | -0.1 | 13
CCOC(=O)CNC(=O)CNC(=O)c1ccc(OC(C)C)cc1 | i | -1.3 | 0
Cc1cc(C)c(N(CC(=O)NC(C)(C)C)C(=O)CNC(=O)c2cccs2)c(C)c1 | i | -3.0 | 7
CCOC(=O)Cn1c(=S)[nH]c2c(oc3ccc(Cl)cc32)c1=O | i | -0.6 | 10
Cn1ccs/c1=N\S(=O)(=O)c1ccc(Br)cc1 | i | -1.1 | 7
C=CCNC(=S)NNC(=O)C(CCC(C)C)CC(C)O (stereo not given) | i | 4.1 | 25
CC(=O)C1C(=O)c2c(cccc2[N+](=O)[O-])C1=Nc1cccc(Cl)c1 (stereo not given) | i | -1.5 | 22
CCCCCCc1nc(C(N)=O)c2[nH]c(=O)n(-c3ccc(OC)cc3OC)c2n1 | i | -0.2 | 26
CCOC(=O)N1CCc2c(sc(NC(=O)C3COc4ccccc4O3)c2C(N)=O)C1 (stereo not given) | i | -0.1 | 21
CCOc1ccc(-c2nn[nH]n2)cc1OCC | i | -0.4 | 26
c1ccc(COCC2CCNCC2)cc1 | i | -0.7 | 13
CCCC(NC(=O)Cc1c(C)c2c(cc(C)c3c(C)coc32)oc1=O)C(=O)O (stereo not given) | i | -1.2 | -4
CCOC(=O)C(=O)N/N=C/c1ccco1 | i | -1.2 | 6
O=C(COC(=O)/C=C/c1ccc(OC(F)F)cc1)NC(=O)NC1CCCCC1 | · | -1.5 | 5
COc1cc2c(cc1NC(=O)COC(=O)C1CC(=O)N(Cc3ccco3)C1)oc1ccccc12 (stereo not given) | i | 0.4 | 25
CC(C)(C)OC(=O)NCc1n[nH]c(=S)n1C1CC1 | i | 1.5 | -3
Cc1ccc2cc(CN(C(=O)c3ccco3)c3ccccc3C)c(=O)[nH]c2c1 | i | 4.8 | 27
CCOc1ccccc1N(CC(=O)Nc1ccccc1F)S(=O)(=O)c1ccccc1 | i | 1.6 | 22

Some of these compounds in order of count of non-hydrogen atoms, highest first:
SMILES | KCNQ2 block | STK33 inh | OX1R antag
Cc1ccc(NC(=O)CSc2nnc(-c3ccncc3)n2C)cc1S(=O)(=O)N1CCOCC1 | i | 2.2 | 10
CCCCCCc1nc(C(N)=O)c2[nH]c(=O)n(-c3ccc(OC)cc3OC)c2n1 | i | -0.2 | 26
O=C(COC(=O)/C=C/c1ccc(OC(F)F)cc1)NC(=O)NC1CCCCC1 | · | -1.5 | 5
CN(C)C1=NC[C@H](Cc2ccccc2)N1CCCCc1ccccc1 | · | -0.1 | 13
CCOC(=O)CNC(=O)CNC(=O)c1ccc(OC(C)C)cc1 | i | -1.3 | 0
CC(C)(C)OC(=O)NCc1n[nH]c(=S)n1C1CC1 | i | 1.5 | -3
Cn1ccs/c1=N\S(=O)(=O)c1ccc(Br)cc1 | i | -1.1 | 7

Remaining list, next part
SMILES | KCNQ2 block | STK33 inh | OX1R antag
Cc1cccc(NC(=O)C(Cc2ccccc2)n2cccc2)c1 (stereo not given) | -5.7* | 0.9 | 28
COc1ccccc1C(=O)COC(=O)c1nc2nc(C)cc(C)n2n1 | i | 0.5 | 9
O=C(c1ccc(F)cc1)N1CCN(c2cnn(-c3ccccc3)c(=O)c2Cl)CC1 | i | -2.1 | 16
CC(NCC(O)COc1ccc2ccccc2c1)c1ccccc1 (stereo not given) | i | 0.1 | -9
O=C1CCC(C(=O)Nc2cccc(C(F)(F)F)c2)N1 (stereo not given) | i | -1.2 | 4
CO[C@@H]1O[C@@H]2COC(c3ccccc3)O[C@@H]2[C@@H](OC)[C@@H]1O (stereo not given in full) | i | 0.8 | 24
COc1ccc(/C=C/C(=O)N(C)C2CCS(=O)(=O)C2)cc1OC (stereo not given) | i | 0.4 | 9
CC(C)(C)n1nc2c(c1NC(=O)c1ccccc1)CS(=O)(=O)C2 | i | -1.6 | 16
COc1ccc(-n2c(SCCNCCO)nc3sc4c(c3c2=O)CCCC4)cc1 | i | -1.0 | 11
COC(=O)c1ccc(NCN2C(=O)C3C4CCC(C4)C3C2=O)cc1 (stereo not given) | i | -1.4 | 3
Cc1cc(Nc2cccc(O)c2)c2ccccc2n1 | i | 1.2 | 18
COCCn1c(SCc2ccc(Cl)cc2)nc2c1c(=O)[nH]c(=O)n2C | i | -0.8 | -1
CC(=O)Oc1cc2c(cc1Cl)C(c1cccs1)CC1(CC(C)(C)NC(=S)N1)O2 (stereo not given) | i | -1.1 | 5
CCCC(C(=O)NC1CCCCC1)N(Cc1ccco1)C(=O)CNS(=O)(=O)c1ccccc1 (stereo not given) | i | -1.4 | 37
Cc1cccc(-c2nc3ccccc3c(=O)n2NC(=O)c2cccs2)c1 | i | -0.9 | 2
Cc1ccc(CN2CCN(/N=C/c3ccc(C(F)(F)F)cc3)CC2)cc1 | i | -0.6 | 18
O=C(c1ccc(CS(=O)Cc2cccc(Cl)c2)o1)N1CCN(C2CCCCC2)CC1 (stereo not given) | i | -1.7 | -3
COc1ccc(-c2[nH]ncc2CN2CCN(Cc3cccs3)CC2)cc1F | i | -2.0 | 15
COc1ccc(N=C2NC(=O)S/C2=C\c2ccc(N(C)C)cc2)cc1 | i | 1.5 | 12
O=C(NCCS(=O)(=O)N1CCN(Cc2ccccc2)CC1)c1ccccc1 | i | -0.7 | 22
Cc1ccnc(NC(=O)C2CCN(S(=O)(=O)c3c(C)c(C)cc(C)c3C)CC2)c1 | i | 0.5 | 9
O=C(NCCSCc1ccco1)Nc1cccc(Cl)c1 | i | -0.4 | 8
Cc1[nH]c2ccccc2c1C(=O)C(=O)NC1CC1 | i | 1.7 | 12
CCOC(=O)N1CCC(c2nc3ccccc3[nH]2)CC1 | i | -1.8 | 13
Cc1cccc(OCCCC(=O)NC(C)c2ccccc2)c1 (stereo not given) | i | -1.4 | 8

2 compounds picked at random from the list so far, as already listed:
SMILES | KCNQ2 block | STK33 inh | OX1R antag
CCOC(=O)N1CCC(c2nc3ccccc3[nH]2)CC1 | i | -1.8 | 13
Cc1cccc(NC(=O)C(Cc2ccccc2)n2cccc2)c1 (stereo not given) | -5.7* | 0.9 | 28

(more compounds)
SMILES | KCNQ2 block | STK33 inh | OX1R antag
NC(=O)c1nn(-c2ccccc2)nc1N | i | -0.7 | 5
CCC[C@H]1COCCS(=O)(=O)N1Cc1ccc(Br)cc1 | i | -0.2 | 27
CN1C(C)(C)CCCC1(C)C | · | -0.5 | 7
Cc1ccccc1-n1c(=O)c(C#N)cc2c(=O)n3ccccc3nc21 | i | -1.0 | 49*
Cc1ccc(C(=O)OCC(=O)NCc2ccc3c(c2)OCO3)s1 | i | -0.1 | 8
CC(=O)c1cccc(NC(=O)COC(=O)c2cccs2)c1 | i | 1.2 | 9
COC(=O)N/N=C/c1cccc([N+](=O)[O-])c1 | i | -0.8 | 23
C=C(C)COc1ccc(-c2[nH]ncc2-c2ccc(OC)c(OC)c2)c(O)c1 | i | 1.0 | 24
c1ccc(CNc2nc3ccccc3n2CCN2CCOCC2)nc1 | i | 0.1 | 10
Cc1ccc(S(=O)(=O)CCC(=O)OCC(=O)NCc2ccccc2)cc1 | i | 0.1 | 15
OCCC1CN(Cc2cnc(N3CCCC3)s2)CCN1C1CCCC1 (stereo not given) | i | 2.2 | 27
COC(=O)[C@@H]1C[C@@]2(O)[C@H](O)[C@H](O)[C@H](O)C[C@H]2N1Cc1cc(OC)cc(OC)c1 | i | -0.3 | 35
CCCCn1c(N)c(N(CCOC)C(=O)CCS(=O)(=O)c2ccc(Cl)cc2)c(=O)[nH]c1=O | i | -1.7 | -2
Cc1ccccc1NC(=O)C1CC(=O)N(c2ccc3c4c(cccc24)CC3)C1 (stereo not given) | i | -2.9 | 2
COc1ccc(C2NC(=S)NC3=C2N2CCC3CC2)cc1 (stereo not given) | i | -0.3 | 9
Cc1ccc(C)c(N2CC(C(=O)Nc3cc(C)on3)CC2=O)c1 (stereo not given) | i | 1.3 | 17
FC(F)(F)c1cc(-c2cccs2)nc2ncnn12 | i | -1.2 | 62*
O=C(CNC(=O)C1CCCCC1)Nc1ccc(F)c(Cl)c1 | i | -1.1 | 21
CSC(=Nc1cccc(C)c1)NC#N | i | -1.1 | 17
CC/C(=N\N=C1\SC(C)C(=O)N1Cc1ccco1)c1ccccc1 (stereo not given) | i | -1.0 | 14
NC(=O)CC1NC(=O)c2ccccc21 (stereo not given) | i | 1.1 | -4
Cc1cc(NC(=O)CSc2nnc(-c3ccccc3)n2C)no1 | i | 0.9 | 16
NC1=NC(=Nc2ccc(S(=O)(=O)N3CCOCC3)cc2)c2ccccc21 | i | -1.1 | 11
CCOc1cc(/C=N/Nc2nn3cnnc3c3ccccc23)ccc1O | i | 0.2 | 16
CCOC(=O)c1c(C)oc2c(F)c(F)c(F)c(F)c2c1=O | i | -7.1 | 7

New compounds follow:
SMILES | KCNQ2 block | STK33 inh | OX1R antag
COc1ccc(C2(c3ccc(OC)cc3)NC(=O)N(CC(=O)Nc3ccccc3C)C2=O)cc1 | i | -0.4 | ·
Cc1ccc(N(CC(=O)NCc2ccccn2)S(=O)(=O)c2ccccc2)cc1Cl | i | -0.2 | ·
O=C(Nc1ccc2nc[nH]c2c1)c1ccco1 | i | 3.4 | 10
NNC(=O)CSCc1nc(-c2ccccc2)cs1 | i | -1.1 | 29
COCCn1nnnc1CN1CCC(O)(c2cccc(C(F)(F)F)c2)CC1 | i | 0.0 | 5
CN1CCN(CCC(=O)Nc2ccc3c(c2)OCO3)CC1 | i | 0.5 | 5
Cc1cc(Br)ccc1NC(=O)CN1CCN(c2ccccn2)CC1 | i | 0.4 | -2

In the list so far, five contain a nitro group on carbon:
SMILES | KCNQ2 block | STK33 inh | OX1R antag
CC(=O)c1ccc(OCCOc2ccc([N+](=O)[O-])cc2)cc1 | i | -1.7 | -2
COc1ccc2nc(NC(=O)c3ccc(-c4cccc([N+](=O)[O-])c4)o3)sc2c1 | i | -1.5 | 8
Cc1ccc(S(=O)(=O)N2CCN(C(=O)COC(=O)c3ccc([N+](=O)[O-])o3)CC2)c(C)c1 | · | -1.9 | 18
CC(=O)C1C(=O)c2c(cccc2[N+](=O)[O-])C1=Nc1cccc(Cl)c1 (stereo not given) | i | -1.5 | 22
COC(=O)N/N=C/c1cccc([N+](=O)[O-])c1 | i | -0.8 | 23
